Source: PubChem BioAssay (National Center for Advancing Translational Sciences (NCATS))
Vif-A3G inh = qHTS for Inhibitors of Vif-A3G Interactions: qHTS; HeLa A3G-eYFP + Vif (tagged APOBEC3G with the HIV-1 protein that degrades it), YFP fluorescence, overnight; Potency, µM (highest dose often 46.1 µM), without a hit: top-dose activity, negative = active, most hits filed as inhibitors; 410,000 compounds, 0.076% hits; AID 602310, 2012;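 also: % is scaled to controls: 0 for no effect and ±100 for the full control effect; nearly all actives have a fitted effect of over 60% in size; hits raise eYFP signal because A3G escapes Vif-driven loss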
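Read-out is eYFP fluorescence (Ex 488/Em 500-530) from Vif-expressing HeLa A3G-eYFP cells; more signal means A3G escaped Vif-mediated degradation. Cells plated overnight, compound pinned in, incubated overnight at 37 deg C.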
TrxR1 substrate = qHTS Assay for Substrates of Mammalian Selenoprotein Thioredoxin Reductase 1 (TrxR1): qHTS; Thioredoxin reductase 1, cytoplasmic (Rattus norvegicus), O89049; purified TrxR1 substrate turnover, NADPH consumption readout; Potency, µM (top dose mostly 114 µM), for inactives: at the top dose activity change, negative = substrate turnover; 390,000 compounds, 0.01% hits; AID 588456, 2011; also: % is scaled to controls: 0 for no effect and ±100 for the full control effect; nearly all actives have a fitted effect of over 50% in size
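Rat TrxR1, dispensed at 90 nM, was prereduced with 400 uM NADPH (final) for 5 min at ~22 deg C, then incubated with compound 15 min before 400 uM selenite. A first-read NADPH fluorescence drop versus no-compound background flagged substrates.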
rTrxR1 inhibitor = qHTS Assay for Inhibitors of Mammalian Selenoprotein Thioredoxin Reductase 1 (TrxR1): qHTS; Thioredoxin reductase 1, cytoplasmic (Rattus norvegicus), O89049; recombinant rTrxR1, NADPH fluorescence consumption, selenite substrate; Potency, µM (top dose mostly 114 µM), for the others: at the top dose activity change, negative = inhibition, actives largely listed as inhibitors; 390,000 compounds, 1% hits; AID 588453, 2011; also: % is scaled to controls: 0 for no effect and ±100 for the full control effect; nearly all actives have a fitted effect of over 65% in size
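Rat TrxR1 (90 nM in the dispensed reagent) was pre-reduced with 400 uM NADPH for 5 min at room temperature, then incubated with compound for 15 min. After 400 uM selenite was added, NADPH fluorescence (Ex 340/Em 450 nm) was followed for 8 min.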
mIDH1 inhibitor = qHTS for Inhibitors of mutant isocitrate dehydrogenase 1 (IDH1): qHTS. AID 602179, 2012. IDH1-R132H enzyme, NADPH consumption, diaphorase/resazurin fluorescence. 390,000 compounds, 0.093% hits. Potency, µM (series often up to 76.6 µM), without a hit: at the top dose activity change, negative = inhibition, hits mostly inhibitors. Isocitrate dehydrogenase [NADP] cytoplasmic (Homo sapiens), O75874; also: % is scaled to controls: 0 for no effect and ±100 for the full control effect; nearly all actives have a fitted effect of over 65% in size
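IDH1-R132H (0.5 ug/mL dispensed) in pH 7.5 Tris buffer was preincubated 30 min with compound, then given a substrate mix of 0.016 mM NADPH and 2 mM alpha-KG for 80 min at room temperature; remaining NADPH was read by diaphorase/resazurin fluorescence.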
ALOX12 inh = Primary qHTS assay for inhibitors of human arachidonate 12S-lipoxygenase (ALOX12): Round 2. Potency, µM (highest dose often 108 µM), for inactives: at the highest dose activity change, negative = inhibition, usual class: inhibitors. 580,000 compounds, 1.1% hits. purified 12hLO, xylenol orange hydroperoxide absorbance. AID 1671190, 2021; also: % is scaled to controls: 0 for no effect and ±100 for the full control effect
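Purified human 12hLO (150 nM final) in 25 mM Hepes, 0.01% Triton X-100, pH 7.0 was preincubated 15 min at room temperature with compound. Then 40 uM arachidonic acid was added, 30 min. Hydroperoxide was read by Fe-XO absorbance ratio 573/405 nm.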
Vif-APOBEC3F blk = qHTS for Inhibitors of Vif-A3F Interactions: qHTS | HeLa A3F-eYFP + Vif (tagged APOBEC3F with the HIV-1 protein that degrades it), YFP fluorescence increase | Potency, µM (titrated, usually from 46.1 µM), for inactives: at the top dose activity, negative = active | 390,000 compounds, 0.2% hits | AID 602313, 2012; also: % of control where 0% means no effect; nearly all actives have a fitted effect of over 65% in size
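HeLa cells stably expressing A3F-eYFP plus Vif, plated and incubated overnight at 37 deg C, then exposed to compounds overnight at 37 deg C. Blocked degradation read as raised yellow fluorescence (Ex 488/Em 500-530).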
RXFP1 ag = qHTS Assay for Agonists of the Relaxin Receptor RXFP1 | Relaxin receptor 1 (Homo sapiens), Q9HBX9 | HEK293T-RXFP1 cAMP TR-FRET, 30 min; response scale: percent of porcine relaxin response, buffer zero | Potency, µM (titrated, usually from 57.5 µM), without a hit: at the top dose activation, most hits filed as activators | 370,000 compounds, 0.3% hits | AID 2676, 2010; also: % is scaled to controls: 0 for no effect and ±100 for the full control effect; nearly all actives have a fitted effect of over 60% in size; many of its hits are not listed in these tables
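Agonist response is measured as cAMP accumulation in an RXFP1-transfected HEK293T line under PDE4 inhibition. Values are scaled between buffer-only and 29 nM porcine relaxin, and EC50s come from standard Hill equation fits.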
RGS4 inh = Inhibitors of Regulator of G Protein Signaling (RGS) 4: qHTS. 390,000 compounds, 0.039% hits. Regulator of G-protein signaling 4 (Homo sapiens), P49798. Potency, µM (highest dose often 114 µM), for inactives: top-dose activity change, negative = inhibition, most hits filed as inhibitors. Transcreener GDP fluorescence polarization, RGS4-accelerated GTP hydrolysis; also: % is scaled to controls: 0 for no effect and ±100 for the full control effect; nearly all actives have a fitted effect of over 75% in size; some results filed as inactive show a strong effect at the top dose
Target sequence (P49798 whole entry, looked up): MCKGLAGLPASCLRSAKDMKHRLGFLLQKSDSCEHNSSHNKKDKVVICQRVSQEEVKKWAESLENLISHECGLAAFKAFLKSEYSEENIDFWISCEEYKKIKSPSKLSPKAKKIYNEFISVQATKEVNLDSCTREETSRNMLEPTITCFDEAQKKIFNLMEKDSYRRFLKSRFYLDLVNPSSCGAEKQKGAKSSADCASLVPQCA
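MLSMR compounds (23 nl, pin-transferred) preincubated 10 min at room temperature with a 500nM (2x) first reagent, then RGS4 at 900nM (2x) plus Transcreener GDP mix added; fluorescence polarization (620/688 nm) read before and after 90 min at 30 °C.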
USP1-UAF1 inh = Inhibitors of USP1/UAF1: Primary Screen; recombinant USP1/UAF1, Ub-Rhodamine cleavage fluorescence; Potency, µM (titrated, usually from 57.1 µM), for inactives: top-dose activity change, negative = inhibition, usual class: inhibitors; 390,000 compounds, 0.23% hits; Ubiquitin carboxyl-terminal hydrolase 1 (Homo sapiens), O94782; also: % is scaled to controls: 0 for no effect and ±100 for the full control effect; nearly all actives have a fitted effect of over 60% in size; inactives centre near -12
Target sequence (O94782 whole entry, looked up): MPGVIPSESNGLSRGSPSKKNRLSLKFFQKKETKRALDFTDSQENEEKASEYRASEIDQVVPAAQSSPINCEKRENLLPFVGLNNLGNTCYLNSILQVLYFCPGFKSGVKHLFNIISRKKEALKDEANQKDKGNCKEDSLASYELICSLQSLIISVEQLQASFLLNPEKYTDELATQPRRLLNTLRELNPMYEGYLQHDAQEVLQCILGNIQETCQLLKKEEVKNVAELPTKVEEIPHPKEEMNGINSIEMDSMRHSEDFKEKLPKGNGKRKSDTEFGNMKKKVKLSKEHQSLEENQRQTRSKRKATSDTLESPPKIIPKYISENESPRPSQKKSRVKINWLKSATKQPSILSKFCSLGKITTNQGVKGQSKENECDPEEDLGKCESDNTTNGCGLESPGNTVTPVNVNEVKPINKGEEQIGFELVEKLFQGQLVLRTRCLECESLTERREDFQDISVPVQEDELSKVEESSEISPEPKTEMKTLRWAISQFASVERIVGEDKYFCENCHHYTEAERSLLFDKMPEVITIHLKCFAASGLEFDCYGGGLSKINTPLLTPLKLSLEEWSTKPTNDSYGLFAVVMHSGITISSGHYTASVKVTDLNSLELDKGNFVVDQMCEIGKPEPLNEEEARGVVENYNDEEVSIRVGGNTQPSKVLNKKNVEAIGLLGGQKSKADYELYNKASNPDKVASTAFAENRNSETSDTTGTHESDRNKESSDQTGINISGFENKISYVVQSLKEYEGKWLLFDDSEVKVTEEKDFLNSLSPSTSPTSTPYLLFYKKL
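In this screen, compounds sit with the deubiquitinase complex (1nM) for 15 min at room temperature before Ub-Rho is added at 150nM final. Fluorescence rise is then followed for 6 reads every 60 seconds.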
The depositor's hits bear a star; ? = inconclusive; · = not tested or not shown; & = joins results of further samples; [ ] = dose if it differs, or a comment. Calls follow the shape of the dose curve; as a rule, active = well fitted curve in the direction sought with a large enough effect; inconclusive = small, poorly fitted or top-dose-only effect, or another doubt; inactive = no such curve, though single readings can be large; an effect the other way counts as inactive or inconclusive. Potency is read from the fitted curve at half-maximal effect. Not all compounds are listed (hit frequency here may not be typical).

smiles | RXFP1 ag | Vif-APOBEC3F blk | TrxR1 substrate | USP1-UAF1 inh | RGS4 inh | mIDH1 inhibitor | Vif-A3G inh | ALOX12 inh | rTrxR1 inhibitor
Cc1cc2cc(C)c(NCCNC(=O)c3ccccc3)nc2cc1C | 0.8% | -6% | 5% | -14% | -6% | -6% | 1% | -18% | 13%
CN(C)c1ccc(CN2CCc3nc(N4CCN(c5ccccn5)CC4)ncc3C2)cc1 | 4.5% | -2% | -1%[57.1 µM] | -15% | 16% | 1% | 1% | ? | -1%[57.1 µM]
CC(C(=O)NC1C(=O)N2C(C(=O)O)=C(CSc3nnnn3C)CSC12)n1cc(Br)cn1 (stereo not given) | 0.1% | -1% | 12%[57.1 µM] | -23% | -28% | -2% | -5% | -14% | ?
CC(=O)NC1C(=O)N=C(SCC(=O)NC(C)c2ccccc2)NC1=O (stereo not given) | -4.6% | -2% | 0% | -13% | -4% | 3% | -1% | 13% | 19%
C=CCOc1ccccc1CNCCCN1CCOCC1 | -4.8% | -2% | 6%[57.1 µM] | -6% | 1% | 0% | -1% | ? | 8%[57.1 µM]
COC(=O)c1ccc(/C=C2/SC(=S)N(CCC(=O)NCCCN3CCOCC3)C2=O)cc1 | 4.9% | -11% | -3%[57.1 µM] | -19% | -9% | 1% | 3% | ? | 3%[57.1 µM]
COc1ccc(N2C(=O)c3ccc(C(=O)Nc4cc(OC)ccc4OC)cc3C2=O)cc1 | 6.4% | -7% | 0% | -18% | -11% | 3% | -4% | 1% | 8%
COc1ccc(-c2noc(CCC(=O)NCCc3ccccc3)n2)cc1 | 3.5% | -21% | 10%[57.1 µM] | -19% | -5% | 13% | 3% | -14% | 8%[57.1 µM]
Cc1ccc(S(=O)(=O)Nc2ccncc2)c(C)c1N(C)S(=O)(=O)c1ccc(Cl)cc1 | 0.6% | 0% | 4% | 3% | 5% | 3% | 2% | 17% | 8%
Nc1cc(-c2ccc(Br)cc2)nn1S(=O)(=O)c1cccc2nsnc12 | 1.0% | 4% | -4% | -27% | -16% | 8% | 0% | ? | 9%
CC(=O)N1CCN(c2ccc(S(C)(=O)=O)cc2[N+](=O)[O-])CC1 | 2.4% | -1% | 6%[57.1 µM] | -18% | 3% | -3% | -1% | -7% | 6%[57.1 µM]
O=C(NN1C(=O)/C(=C\c2cccnc2)SC1=S)C(c1ccccc1)c1ccccc1 | -2.2% | -18% | -14% | -3% | -6% | ? | -12% | 5% | -22%
CCCCNc1c(-c2ccc(SC3CCCCC3)cc2)nc2ccccn12 | 15% | -21% | 53%[activator] | -5% | 18% | 7% | -16% | ? | 23%
CCOc1ccc(N(CC(=O)NC2CC3CCC2C3)S(=O)(=O)c2ccccc2)cc1 (stereo not given) | -1.0% | 0% | -4% | -23% | -5% | 0% | -1% | -26% | 13%
CC(=O)Oc1c2occc2cc2ccc(=O)oc12 | -1.7% | -2% | -4% | -2% | -32% | 2% | -7% | ? | -20%
Cc1nnc(NC(=O)Nc2cccc(Cl)c2)s1 | 0.8% | -14% | 4%[57.1 µM] | -2% | 26% | 3% | 0% | -5% | 4%[57.1 µM]
CC[C@]12c3[nH]c4cc(-c5ccco5)ccc4c3CCN1C(=O)[C@@H](CC(=O)NCc1cccc(C(F)(F)F)c1)C[C@@H]2C(=O)N1CCN(C(=O)C2CC2)CC1 | · | -1% | 15% | -29% | -21% | -3%[38.3 µM] | 4% | -24% | 15%
COC(=O)/C(=N/Nc1ccccc1OC)N1CCCc2ccccc21 | 2.7% | -2% | -1% | -4% | -45% | -12% | -4% | 8% | 12%
O=C1OCCN/C1=C\C(=O)c1ccc(Cl)cc1 | 1.8% | -8% | -7%[57.1 µM] | 7% | 0% | 5% | -6% | -79% | -9%[57.1 µM]
CCOc1ccc(N/C=C/C(=O)c2ccc(OC)cc2)cc1 | -0.4% | 0% | 0% | -12% | -7% | 20% | 0% | 4% | 26%
N#CCSc1nc2c(sc(=S)n2Cc2ccco2)c(=O)n1-c1ccc(F)cc1 | 1.4% | -12% | -10% | -14% | -14% | 7% | 2% | 13% | -14%
COc1cccc(CNC(=O)Cn2nc(C)c3sc4ccccc4c3c2=O)c1OC | 3.2% | -3% | 16% | -25% | -3% | 16% | -4% | -20% | -2%
Cc1ccc(C)c(C(=O)CC2(O)C(=O)Nc3ccccc32)c1 (stereo not given) | 0.2% | -12% | 5% | -3% | 1% | -4% | 1% | 2% | 4%
CC(=O)c1ccc(NC(=S)Nc2ccc(Br)c(Cl)c2)cc1 | 0.5% | -16% | -5% | -24% | -6% | 0% | 0% | ? | ?

Taken from the listing, 6 compounds:
smiles | RXFP1 ag | Vif-APOBEC3F blk | TrxR1 substrate | USP1-UAF1 inh | RGS4 inh | mIDH1 inhibitor | Vif-A3G inh | ALOX12 inh | rTrxR1 inhibitor
O=C1OCCN/C1=C\C(=O)c1ccc(Cl)cc1 | 1.8% | -8% | -7%[57.1 µM] | 7% | 0% | 5% | -6% | -79% | -9%[57.1 µM]
CCOc1ccc(N/C=C/C(=O)c2ccc(OC)cc2)cc1 | -0.4% | 0% | 0% | -12% | -7% | 20% | 0% | 4% | 26%
N#CCSc1nc2c(sc(=S)n2Cc2ccco2)c(=O)n1-c1ccc(F)cc1 | 1.4% | -12% | -10% | -14% | -14% | 7% | 2% | 13% | -14%
COc1cccc(CNC(=O)Cn2nc(C)c3sc4ccccc4c3c2=O)c1OC | 3.2% | -3% | 16% | -25% | -3% | 16% | -4% | -20% | -2%
Cc1ccc(C)c(C(=O)CC2(O)C(=O)Nc3ccccc32)c1 (stereo not given) | 0.2% | -12% | 5% | -3% | 1% | -4% | 1% | 2% | 4%
CC(=O)c1ccc(NC(=S)Nc2ccc(Br)c(Cl)c2)cc1 | 0.5% | -16% | -5% | -24% | -6% | 0% | 0% | ? | ?

Following part.
smiles | RXFP1 ag | Vif-APOBEC3F blk | TrxR1 substrate | USP1-UAF1 inh | RGS4 inh | mIDH1 inhibitor | Vif-A3G inh | ALOX12 inh | rTrxR1 inhibitor
O=C(C1CCN(S(=O)(=O)c2cccc3nsnc23)CC1)N1CC=C(c2ccccc2)CC1 | 0.0% | 4% | -8% | -7% | 5% | 16% | 9% | 0% | ?
COc1ccc(CC(=O)NCCc2csc(-c3cccc(F)c3)n2)cc1OC | -0.4% | 3% | -4%[57.1 µM] | -20% | -4% | -9% | 1% | -29% | 6%[57.1 µM]
CC1CCCN(C(=O)c2ccc(S(=O)(=O)Nc3ccccc3Cl)cc2)C1 (stereo not given) | 2.8% | 8% | -5% | -3% | 6% | 5% | 2% | -5%&31% | 1%
COC(=O)c1sccc1NC(=S)Nc1ccc(OC)cc1 | 0.9% | -3% | -1%[57.1 µM] | -23% | -13% | 12% | 0% | -13% | 19%[57.1 µM]
COCCN1CCN(C(=O)c2cc(COc3cncc(Cl)c3)on2)CC1 | -1.9% | -22% | 2% | 3% | -21% | -7% | -1% | 277%[activator] | 3%
CC(=O)c1ccc(OCCCC(=O)Nc2cccc(S(=O)(=O)N3CCCCC3)c2)cc1 | -1.1% | 2% | 4% | -19% | 4% | 2% | 1% | 13% | 23%
CC(=O)c1cccc(NC(=O)c2ccncc2)c1 | 0.1% | -2% | 4% | -3% | -4% | 2% | 3% | 0% | 11%
COc1ccc(CNC(=O)CCCNS(=O)(=O)c2cccc3nonc23)cc1 | -0.7% | · | -5% | -20% | 50% | 6% | -4% | 0% | ?
CCn1cc(S(=O)(=O)Nc2ccc(Cl)cc2F)cn1 | -6.1% | 2% | -2% | -21% | 5% | 4% | -7% | 0% | 9%
O=S(=O)(c1ccc(N2CCN(CCO)CC2)nc1)N1CCCCC1 | 0.2% | 0% | 5%[57.1 µM] | -18% | 7% | -3% | 1% | 32%[activator] | 11%[57.1 µM]
Cc1ccc(CNC(=O)CCS(=O)(=O)c2cccc3nsnc23)cc1 | -0.1% | -2% | 0%[57.1 µM] | -2% | -4% | 2% | -5% | -5% | 25%[57.1 µM]
